Assay outcomes from PubChem.
RNase H inhibition: RNase H inhibition, HIV 1 Gag Pol polyprotein, FRET biochemical assay, screening (AID 372); HIV-1 RT RNase H, FRET RNA/DNA substrate fluorescence; higher % means a stronger effect; one-dose inhibition, % at 10 µM; IC50 in µM for titrated hits; 0.77% of 100,000 active; in the data active = inhibition above about 50%
The depositor's hits bear a star.

SMILES	RNase H inhibition
C/C=C/c1ccc(OCCCCOc2ccc(Br)cc2)c(OC)c1	9%
CC1CCN(C2=NC(=O)/C(=C/c3cccc(O)c3)S2)CC1	12%
COC(=S)N/C(=N/S(=O)(=O)c1ccc(Cl)cc1)c1ccccc1	27%
COc1ccc(NC(=O)O/N=C\c2ccncc2)cc1	7%
CCC(CC)NC(=O)c1cccc(Br)c1	11%
CCN1C(=O)/C(=C\c2cn(-c3ccccc3)nc2-c2ccc(-c3ccccc3)cc2)SC1=S	10%
COc1ccc(C(=O)NC(=S)Nc2cccc(Cl)c2C)cc1OC	4%
C=CCN(CC=C)C(=O)c1ccc(OC)c(OC)c1	5%
O=C(O)C1CCCN1C(=O)Oc1ccccc1 (stereo not drawn)	2%
CCOC(=O)C1=C(C)N=c2s/c(=C\c3ccc(-c4cc([N+](=O)[O-])ccc4C)o3)c(=O)n2C1c1ccc(Cl)cc1 (stereo not drawn)	3%
Cc1ccc(NC2CC(=O)N(c3ccc(C)cc3)C2=O)cc1 (stereo not drawn)	1%
O=[N+]([O-])c1ccc(N=Cc2ccccc2[N+](=O)[O-])cc1	16%
N#Cc1c(NC(=O)c2ccncc2)sc2c1CCCCCC2	10%
C(=C\CSc1nnc(-c2ccccc2)c(-c2ccccc2)n1)/CSc1nnc(-c2ccccc2)c(-c2ccccc2)n1	5%
CCN(CC)S(=O)(=O)c1ccc(NC(C)=O)cc1	10%
COc1ccc(/C=N/NC(=O)c2cc(C)oc2C)cc1OC	5%
COc1cc2c(cc1C)/C(=N/OC(=O)c1ccc(OC)c(OC)c1)CCC2	11%
CC1=NN(c2ccccc2)C(=O)/C1=C/c1c(O)n(C)c(=O)n(C)c1=O	11%
O=C1c2ccccc2C2(O)OC(c3ccccc3)=C(c3nc4ccccc4s3)C12O (stereo not drawn)	5%
COc1ccc(CCNC(=S)NC(=O)/C=C/c2ccc(C)cc2)cc1OC	0%
CCCC1=NN2C(=N)/C(=C/c3ccc(-c4ccc([N+](=O)[O-])cc4C)o3)C(=O)N=C2S1	19%
CC(C)(C)NCCOc1cc(Cl)ccc1Cl	17%
O=[N+]([O-])c1cccc(C=Cc2ccccn2)c1	17%
Cc1ccc(C(=O)NNC(=O)c2ccc(O)cc2O)cc1	0%
COC(=O)c1ccccc1-c1ccc(/C=C2/C(=O)NC(=O)N(c3ccc(Br)cc3C)C2=O)o1	8%
Cc1cccc(OCCCN2CCCCC2)c1C	6%
CCN(CC)c1ccc(/C=N/NC(=O)c2cc(C34CC5CC(CC(C5)C3)C4)[nH]n2)cc1	28%
Cc1ccc(-c2cc(C(=O)Nc3cccc(Cl)c3C)c3ccccc3n2)c(C)c1	4%
COC(=O)c1ccc(NC(=O)c2ccc3c(c2)C(=O)N(c2ccc([N+](=O)[O-])cc2)C3=O)cc1	52%*
Cc1ccc(OCC(=O)Nc2cc(Cl)ccc2Cl)cc1	2%
CCN(CC)C(=O)c1ccc(C(=O)c2ccccc2)cc1	1%
O=C(NC(=S)Nc1cc(-c2nc3ccccc3s2)ccc1Cl)c1cccc(Cl)c1	40%
Cc1cccc(NC2=C(Cl)C(=O)N(c3cccc(Cl)c3Cl)C2=O)c1	14%
O=C(O)c1c(Br)c(Br)c(Br)c(Br)c1C(=O)NCCC1=CCCCC1	0%
CCCc1[nH]nc2c1C(c1ccccc1Br)C(C#N)=C(N)O2 (stereo not drawn)	32%
Cn1c(NC(=O)c2ccc([N+](=O)[O-])cc2Cl)cc(=O)n(C)c1=O	0%
COc1ccccc1/C=N/NC(=O)C(Oc1ccccc1)Oc1ccccc1	7%
CCOC(=O)C1CCN(Cc2c(O)ccc3ccccc23)CC1	2%
C=CCn1cc(/C=c2\sc3n(c2=O)C(c2ccc(SC)cc2)C(C(=O)OCC)=C(C)N=3)c2ccccc21 (stereo not drawn)	24%
Cc1cc(C)cc(-n2c(C)cc(/C=N/NC(=O)c3cccnc3)c2C)c1	13%
COc1ccc2ccccc2c1C=Nc1ccc(Cl)cc1Cl	26%
COc1ccc2c(=O)c(-c3ccccc3Cl)c(C)oc2c1OC	6%
CCCCOc1ccc(C(=O)NCCOc2ccccc2Cl)cc1	0%
COc1cc(C2Nc3ccc4ccccc4c3C3=C2C(=O)CC(C)(C)C3)ccc1Oc1ccc(C(F)(F)F)cc1[N+](=O)[O-] (stereo not drawn)	40%
C=CCc1cccc2cc(C(=O)NC3=C(C#N)CCC3)c(=O)oc12	1%
CCOc1ccc(C2C(C(=O)OCC(C)C)=C(C)NC3=C2C(=O)CC(c2ccc(Cl)cc2)C3)cc1OC (stereo not drawn)	0%
Cc1ccccc1OCCCCCCN1CCCC1	4%
COCCCNC(=O)CN(c1ccc(OC)cc1OC)S(C)(=O)=O	9%
COc1ccc(NC(=O)COc2ccccc2)cc1Cl	0%
CCOC(=O)/C(C#N)=C\c1cn(-c2ccccc2)nc1-c1cc2ccccc2oc1=O	1%
CNC(=S)N/N=C/c1ccccc1OCCOc1ccc(Br)cc1	4%
COc1cc(/C=C2/SC(=S)N(C)C2=O)cc(Br)c1OCCOc1ccccc1C	7%
Cc1cc(C)n(C(=O)c2cccc(Br)c2)n1	8%
Cc1ccc(N(CC(=O)N2CCCCC2)S(=O)(=O)c2ccc(F)cc2)cc1	0%
Cc1ccc(S(=O)(=O)Oc2ccc(Br)cc2/C=C2\SC(=S)NC2=O)cc1	5%
O=[N+]([O-])c1cccc(/C=N/N(c2ccccc2)c2ccccc2)c1	40%
O=[N+]([O-])c1ccc2[nH]c(O)c(C=NCc3ccccc3)c2c1	11%
COc1ccc(NC(=O)c2c(-c3ccccc3Cl)noc2C)cc1	4%
O=C(NC1CCCCC1)N1CCN(Cc2ccccc2)CC1	0%
CC(=O)c1cccc(Nc2nc(-c3ccncc3)cs2)c1	10%
Going on with the list:
SMILES	RNase H inhibition
COc1ccc(Cl)cc1NC(=O)c1ccc(CN(c2ccccc2)S(C)(=O)=O)cc1	56%*
COc1ccccc1/C=N/NC(=O)C(=O)Nc1ccc(Cl)cc1	0%
COc1ccc(CCNC(=O)c2cccc([N+](=O)[O-])c2C)cc1	15%
C=CCc1cc(C=C2C(=O)N(C)C(=S)N(C)C2=O)cc(OC)c1OC	4%
O=C(COCC(=O)NN=Cc1ccncc1)NN=Cc1ccncc1	6%
COc1c(Br)cc(Br)cc1/C=c1\sc2nc3c(C)cc(C)cc3n2c1=O	35%
Cc1ccc(C(=O)CCNc2cccc(Br)c2)o1	4%
N#C/C(=C/c1ccc(Oc2ccc([N+](=O)[O-])cn2)cc1)C(=O)N1CCOCC1	9%
c1ccc(OCCN2CCOCC2)cc1	2%
COc1ccc(C(=O)O/N=C(\N)Cc2ccc(Cl)cc2Cl)cc1	7%
COc1ccc(CCNC2CC(=O)N(c3ccc(C)cc3)C2=O)cc1OC (stereo not drawn)	0%
Cc1c(NC(=S)NC(=O)c2ccccc2Cl)cccc1-c1nc2cc(Cl)ccc2o1	26%
Cc1ccc(NC(=O)CN(c2ccc(Cl)cc2)S(C)(=O)=O)c(C)c1	4%
Cc1cc(/C=N/NC(N)=O)c(C)n1-c1ccc(Cl)cc1	23%
COc1ccc([N+](=O)[O-])cc1NC(=O)c1ccc(-c2ccccc2)cc1	3%
N#Cc1cc(C#N)c(SCC(=O)Nc2nccs2)nc1N	24%
CCOC(=O)/C(C#N)=C1/C=Cc2ccccc2N1CC	9%
O=C1NC(=O)N(c2cccc(F)c2)C(=O)/C1=C/c1cc(Br)c(N2CCOCC2)o1	10%
COc1ccc(CCN2C(=O)CC(N3CCN(c4ccccn4)CC3)C2=O)cc1OC (stereo not drawn)	0%
COC(=O)COc1c(Cl)cc(/C=C(/C#N)C(=O)Nc2ccccc2)cc1OC	8%
COc1ccc(C2=C(C=O)C(c3ccccc3)c3ccccc3O2)cc1 (stereo not drawn)	35%
COC(=O)c1c(NC(=O)c2c(F)c(F)c(F)c(F)c2F)sc2c1CCCCC2	26%
CC1(C)C(c2ccccc2)=[N+]([O-])C2(CCCCC/C2=N\NC(N)=S)N1O (stereo not drawn)	0%
CCOC(=O)C1=C(C)N=c2s/c(=C\c3cc(OC)c(OC)cc3[N+](=O)[O-])c(=O)n2C1c1ccc(OC)c(OC)c1 (stereo not drawn)	25%
CCN(CC)c1ccc(N=Cc2cccc(Cl)c2Cl)cc1	19%
COc1ccc(N2C(=O)/C(=C\c3ccc([N+](=O)[O-])o3)C(=O)NC2=S)cc1	43%
Cc1ccc(C(=O)C(C(=O)C(=O)Nc2ccccc2)C(c2ccccc2)c2ccccc2)cc1 (stereo not drawn)	11%
O=C(/C=C/c1ccc(-c2cc(Cl)ccc2Cl)o1)c1ccco1	39%
COc1c(OC(C)=O)ccc(/C=N\NC(=O)COc2ccc(C)cc2)c1[N+](=O)[O-]	10%
N=c1n(CCO)c2ccccc2n1/N=C/c1ccc([N+](=O)[O-])cc1	6%
O=C(Cc1cccs1)Nc1cccc(/C=C/C(=O)c2ccccc2)c1	12%
Cc1c(C(=O)Nc2ccccc2)sc(/N=C/c2cccc(Br)c2)c1C(N)=O	14%
Cc1ccc(C(=O)CCNc2ccc3ccccc3c2)o1	24%
O=C(/C=C/c1ccc(-c2cc(Cl)ccc2Cl)o1)c1ccc([N+](=O)[O-])cc1	47%
COc1ccc2nc(-c3ccccc3)c(-c3ccccc3)nc2c1	6%
Cc1ccccc1-c1nc2ccc3ccccc3c2c2c1C(=O)c1ccccc1-2	14%
C=CCN1C(=O)/C(=C/c2cc(C)n(-c3cccc(C(=O)OC)c3)c2C)C(=O)NC1=S	20%
COc1ccc(OC)c(C2C(C(=O)OCCc3ccccc3)=C(C)NC3=C2C(=O)CC(c2ccc(Cl)cc2)C3)c1 (stereo not drawn)	15%
COCCCNC(=O)c1ccc(N(C)S(=O)(=O)c2ccccc2)cc1	0%
Cc1cc(C)c2oc(-c3ccc(NC(=O)c4cc5ccccc5o4)cc3O)nc2c1	30%

An excerpt from the list above, for reference:
SMILES	RNase H inhibition
Cc1ccccc1-c1nc2ccc3ccccc3c2c2c1C(=O)c1ccccc1-2	14%
C=CCN1C(=O)/C(=C/c2cc(C)n(-c3cccc(C(=O)OC)c3)c2C)C(=O)NC1=S	20%
COc1ccc(OC)c(C2C(C(=O)OCCc3ccccc3)=C(C)NC3=C2C(=O)CC(c2ccc(Cl)cc2)C3)c1 (stereo not drawn)	15%
COCCCNC(=O)c1ccc(N(C)S(=O)(=O)c2ccccc2)cc1	0%
Cc1cc(C)c2oc(-c3ccc(NC(=O)c4cc5ccccc5o4)cc3O)nc2c1	30%

Going on with the list.
SMILES	RNase H inhibition
CC(=O)Nc1ccc(-c2nc3ccccc3o2)cc1	6%
COc1cccc(/C=N/Nc2ccc([N+](=O)[O-])cn2)c1O	18%
O=C(N/N=C/c1cc(O)c(Br)cc1Br)c1cccc(F)c1	13%
N#CC1=C(N)Oc2c(ccc3ccccc23)C1c1ccc2c(c1)OCO2 (stereo not drawn)	26%
CCOC(=O)C1=C(C)N=c2s/c(=C\c3cc(C)n(-c4ccc(Cl)cc4)c3C)c(=O)n2C1c1ccccc1Cl (stereo not drawn)	41%
C=C(C)CN(CC)Cc1cc(I)cc(I)c1O	17%
CCOc1cc(/C=N/n2cnnc2)ccc1OCCOc1ccc(C)cc1	22%
COc1cc(C=O)ccc1OCCCCOc1c(Cl)cc(C)cc1Cl	26%
CCSc1nnc(NC(=O)c2ccc(Cl)c(Cl)c2)s1	3%
Cc1c(NC(=O)c2c(Cl)cccc2Cl)c(=O)n(-c2ccccc2)n1C	2%
Cc1c(N2C(=O)S/C(=C\c3ccc(N(C)C)cc3)C2=O)c(=O)n(-c2ccccc2)n1C	67%*
O=C(NCCCn1ccnc1)c1ccccc1Br	7%
COc1cc(/C=C2/C(=O)NC(=O)N(Cc3ccc(F)cc3)C2=O)cc(OC)c1OC	12%
COc1ccc(C2Nc3ccccc3C(=O)N2c2ccc(Br)cc2)cc1 (stereo not drawn)	7%
CCCCOC(=O)c1ccc(NC(=O)c2cc(Br)ccc2Cl)cc1	29%
CCOC(=O)C(CC#CCN(C)C)(CC#CCN(C)C)C(=O)OCC	14%
Cc1c(NC(=O)c2ccc(Cl)c(Cl)c2)cccc1-c1nc2cc(Cl)ccc2o1	4%
COc1ccc(N2C(=O)NC(=O)/C(=C\c3ccc(O)c(Cl)c3)C2=O)cc1	10%
CC1(c2ccccc2)CC(C)(C)N(C(=O)CSc2n[nH]c(-c3ccccc3)n2)c2ccccc21 (stereo not drawn)	4%
C=CCn1c(SCC(C)C)nc(O)c(Cc2ccccc2)c1=O	5%

Five structures from above, arranged by molecular weight, descending:
SMILES	RNase H inhibition
C=C(C)CN(CC)Cc1cc(I)cc(I)c1O	17%
O=C(N/N=C/c1cc(O)c(Br)cc1Br)c1cccc(F)c1	13%
COc1ccc(C2Nc3ccccc3C(=O)N2c2ccc(Br)cc2)cc1 (stereo not drawn)	7%
O=C(NCCCn1ccnc1)c1ccccc1Br	7%
COc1cccc(/C=N/Nc2ccc([N+](=O)[O-])cn2)c1O	18%

4 of these compounds in another layout:
Cc1c(NC(=O)c2c(Cl)cccc2Cl)c(=O)n(-c2ccccc2)n1C
  RNase H inhibition: 2%
Cc1c(N2C(=O)S/C(=C\c3ccc(N(C)C)cc3)C2=O)c(=O)n(-c2ccccc2)n1C
  RNase H inhibition: 67%*
O=C(NCCCn1ccnc1)c1ccccc1Br
  RNase H inhibition: 7%
COc1cc(/C=C2/C(=O)NC(=O)N(Cc3ccc(F)cc3)C2=O)cc(OC)c1OC
  RNase H inhibition: 12%

More entries follow:
SMILES	RNase H inhibition
C=CCc1ccccc1OCCOCCOc1ccccc1OCC	22%
Cc1nc2ncccn2c1-c1csc(Nc2ccc(S(N)(=O)=O)cc2)n1	2%
Cc1ccc(-c2csc(Cc3nc(-c4cc5ccccc5oc4=O)cs3)n2)cc1	8%
Cc1[nH]n(-c2ccccc2)c(=S)c1C=Nc1ccc([N+](=O)[O-])cc1Br	0%
CCN(CC)c1ccc(/C=C(/C#N)c2ccc([N+](=O)[O-])cc2)cc1	0%
CC(=O)NC1=NN(C(C)=O)C(C)(c2cccc(NC(C)=O)c2)S1 (stereo not drawn)	0%
COc1cnn(-c2cccc(C)c2)c(=O)c1Cl	3%
O=C(CCCc1ccccc1)Nc1ccc2c(c1)OCCO2	6%
COc1cccc(N2C(=O)/C(=C/c3ccc(Br)s3)C(=O)NC2=S)c1	15%
CCc1ccc(CN2CCN(C(=O)CC(C)C)CC2)cc1	3%
CN(C)N1C(=O)C2CCCCC2C1=O (stereo not drawn)	0%
CCOc1cccc(-c2nnc(NC(=O)c3ccco3)s2)c1	0%
COc1ccc(/C=C(/C#N)C(=O)Nc2cccc(Br)c2)c(C)c1	6%

Not all compounds are listed. The share of hits here may be higher or lower than overall.
